Screening data: PubChem, several laboratories
CDK5 inh – blocks human CDK5/p35 kinase activity. actives 0.01% (n = 330,000). Recombinant CDK5/p35, ADP-Glo luminescence, 60 min. inhibition, % at 10 µM. Q00535+Q15078;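 active = highest replicate inhibition of at least 50% and at least 75% of replicates reaching 50%; inconclusive = only one of the two criteria met; inactive = both criteria failed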;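 also: plate controls were DMSO neutral control for no effect and GW8510 at 10 µM for full effect; many of its hits are not listed in these tables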
Target sequence (Q00535 whole entry, looked up): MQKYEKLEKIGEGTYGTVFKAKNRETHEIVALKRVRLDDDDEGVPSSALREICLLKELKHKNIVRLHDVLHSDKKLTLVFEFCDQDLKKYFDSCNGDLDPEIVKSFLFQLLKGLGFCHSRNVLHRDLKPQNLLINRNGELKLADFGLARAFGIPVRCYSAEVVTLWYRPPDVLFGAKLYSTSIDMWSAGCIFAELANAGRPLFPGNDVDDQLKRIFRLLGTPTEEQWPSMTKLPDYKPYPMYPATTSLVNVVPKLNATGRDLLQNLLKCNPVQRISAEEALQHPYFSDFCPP
Target sequence (Q15078 whole entry, looked up): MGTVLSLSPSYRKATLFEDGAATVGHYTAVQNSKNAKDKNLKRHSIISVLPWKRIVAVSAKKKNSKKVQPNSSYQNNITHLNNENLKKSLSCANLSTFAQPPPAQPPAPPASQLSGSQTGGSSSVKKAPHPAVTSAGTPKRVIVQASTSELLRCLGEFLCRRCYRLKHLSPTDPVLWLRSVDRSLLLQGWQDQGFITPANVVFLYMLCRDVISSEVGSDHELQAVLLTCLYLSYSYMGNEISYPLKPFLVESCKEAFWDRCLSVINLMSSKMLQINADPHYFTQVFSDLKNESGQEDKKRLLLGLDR
MITF TRPM1 HTS – MITF TRPM1 promoter activation in melanoma cells | SK-MEL-5 TRPM1-promoter luciferase, 24 h; % of positive control, neutral wells = 0 | activation, % at 12.5 µM | actives 0.75% (n = 300,000) | AID 588334;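 active = mean activation of at least 80% with every replicate also reaching 80%; inconclusive = mean reaches 80% but some replicate falls short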;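 also: 0% = neutral control wells and 100% = parthenolide positive control wells; values of inactives mirror those of a sister screen read the other way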
Tat export inh – E. coli Tat transport inhibition | E. coli MC4100 TorA-mCherry Tat export, fluorescence | inhibition, % at 10 µM | actives 0.036% (n = 340,000) | AID 488895;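 active = mean replicate inhibition at least 50% and at least half of replicates individually reaching 50%; inconclusive = only one of the two criteria met; inactive = neither criterion met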;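 also: exported cargo escapes ClpAP degradation while cytoplasmic cargo is degraded and loses fluorescence; 0% = median of neutral control wells and 100% = median of NaSCN control wells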
CAL PDZ FP-1 – blocks peptide binding to the human CAL PDZ domain; inhibition, % at 24.9 µM; actives 0.92% (n = 300,000); Q9HD26; AID 602252; purified CAL PDZ, TMR-peptide fluorescence polarization, 1 h;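 active = mean inhibition of at least 30% with at least half of replicates also reaching 30%; inconclusive = no clear call, values can overlap the other calls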;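 also: 0% = DMSO neutral control and 100% = excess unlabeled competitor peptide PRC23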
Rtt109 Vps75 – C. albicans Rtt109 histone acetyltransferase inhibition | Q5AAJ8 | actives 0.16% (n = 330,000) | purified Rtt109/Vps75, ThioGlo CoA-SH fluorescence, 4 h | inhibition, % at 34.9 µM | AID 540336;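 active = inhibition of at least 50% in every replicate; inconclusive = best replicate reaches 50% inhibition but some replicates fall short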
Wnt bcat act – activators of Wnt/beta-catenin signaling. AID 743398. Wnt/beta-catenin reporter cell assay, activator, plate reader. actives 1.2% (n = 300,000). activation, % at 9.35 µM; in the data active = activation above about 30%, passing the limit was not always enough; inconclusive = no clear call, values can overlap the other calls;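 also: 0% = neutral control wells and 100% = positive control wells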
V-ATPase pH – regulators of yeast V-ATPase proton transport; S. cerevisiae, pHLuorin cytosolic pH fluorescence; response, % at 10 µM; actives 0.37% (n = 350,000); AID 504577; in the data active = response mostly above about 7.3%, no sharp cut-off; inactive = mostly below about 5.4%; also: actives read high; inactives centre near 0; some compounds called inactive have numbers as strong as hits
dFosB activator – enhances mouse delta FosB homodimer DNA binding. purified delta FosB, TAMRA-CDK5 oligo fluorescence polarization; percent of positive-control signal above neutral wells. actives 0.99% (n = 340,000). AID 493131. P13346. activation, % at 25 µM;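 active = mean activation above about 17%, with every replicate also reaching it, limit read from the data, passing the limit was not always enough; inconclusive = only one of the two conditions met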;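 also: fluorescence polarization rise as delta FosB binds a TAMRA Cdk5 AP-1 oligo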
Target sequence (P13346 whole entry, looked up): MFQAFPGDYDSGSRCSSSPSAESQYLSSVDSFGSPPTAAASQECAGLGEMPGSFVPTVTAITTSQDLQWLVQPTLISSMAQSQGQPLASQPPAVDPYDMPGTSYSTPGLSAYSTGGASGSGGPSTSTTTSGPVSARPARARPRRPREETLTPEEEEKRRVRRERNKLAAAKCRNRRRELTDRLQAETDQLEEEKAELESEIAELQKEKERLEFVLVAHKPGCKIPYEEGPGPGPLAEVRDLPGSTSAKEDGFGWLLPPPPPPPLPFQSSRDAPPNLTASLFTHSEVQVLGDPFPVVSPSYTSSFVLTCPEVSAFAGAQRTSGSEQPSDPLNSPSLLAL
cardiac RTF act – increases calcium sensitivity of human cardiac regulated thin filaments; AID 493008; P19429+P45379; activation, % at 7.2 µM; IANBD-labeled TnC RTF fluorescence at EC20 calcium; 0% EC20 calcium, 100% full calcium; actives 0.24% (n = 340,000);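 active = activation above the mean over all tested compounds plus 3 SD, cut at about 30% in these data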;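 also: rise in fluorescence read as greater calcium sensitivity of cardiac thin filaments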
CAL PDZ FP-2 – blocks peptide binding to human CAL PDZ domain; purified CAL PDZ, TMR-peptide fluorescence polarization, 1 h; AID 504414; actives 0.02% (n = 330,000); inhibition, % at 20 µM;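 active = highest replicate inhibition of at least 40%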;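 also: plate controls were DMSO neutral control wells for no effect and unlabeled competitor peptide control wells for full effect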
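Test system: purified CerCALP PDZ construct; Compound dosing: one concentration, 20 µM compound; Also added: TMR-labelled reporter peptide T*-PRC34 bound in PDZ groove; Read-out: inhibition from polarization loss; Controls: unlabelled peptide and DMSO controls; Signal: FP readout, S and P plane fluorescence; Incubation: 1 h at RT.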
Active calls of the source: *; ? = inconclusive; . = not tested or not shown. Rows were taken by chance (roughly 4.1% active in at least one column).

SMILES,CDK5 inh,MITF TRPM1 HTS,Tat export inh,CAL PDZ FP-1,Rtt109 Vps75,Wnt bcat act,V-ATPase pH,dFosB activator,cardiac RTF act,CAL PDZ FP-2
COc1ccc(N(CC(=O)N/N=C/c2ccc(-c3ccc([N+](=O)[O-])cc3)o2)S(=O)(=O)c2ccc(C)cc2)cc1Cl,-0.2,8,-3,-4,-4,.,2,0,4,.
CCOc1ccc(CCNS(=O)(=O)c2ccc3c(c2)N(C(C)=O)CCO3)cc1OCC,1.6,-4,-1,-2,9,-1,0,-11,-4,-1.7
CSc1ncccc1C(=O)OCC(=O)N1CCN(C(=O)c2ccco2)CC1,-1.4,-10,-6,3,-4,1,4,0,3,-2.8
O=C(Nc1ccc2ccccc2c1[N+](=O)[O-])c1ccccc1,1.5,37,3,1,8,56*,2,1,2,0.5
Cc1occc1-c1nnc(SCC(=O)N2CCCc3ccccc32)n1Cc1ccco1,-1.3,-4,-8,-1,-2,.,2,-1,-2,-2.7
Cc1ccc(NC(=O)C(CC(C)C)NC(N)=O)cc1 (configuration not stated),-1.2,-16,3,-3,-7,.,-1,-2,-2,-2.4
O=C(Nc1nnc(-c2ccncc2)o1)c1cccc(N2C(=O)CCC2=O)c1,-0.1,3,-4,8,12,1,-3,-5,3,-0.3
Cc1ccc(S(=O)(=O)N2CCN(C(=O)c3ccccc3Cc3ccccc3)CC2)c(C)c1,0.8,3,11,-9,11,0,0,-4,4,-1.4
Cc1ccc2sc(N(CCCN(C)C)C(=O)c3ccc(S(=O)(=O)N4CCc5ccccc5C4)cc3)nc2c1C,0.7,-63,-6,.,6,3,-2,38*,-4,0.8
Cc1ccc(S(=O)(=O)N2CCN(C(=O)Cc3sc(C)nc3-c3ccc(F)cc3)CC2)c(C)c1,-0.1,-9,12,-4,15,0,13,-13,-6,-1.9
COc1ccc(-c2c(=O)n(OC)c3ccccc3[n+]2[O-])cc1OC,1.8,.,-17,11,-7,3,-2,2,-3,0.1
COc1ccc(/C(N)=N/OC(=O)C2CCCCC2)cc1,0.4,47,12,-7,-2,40*,-1,-1,4,-3.0
O=C(CC(c1ccccc1)c1cc(Br)ccc1O)N1CCCCC1 (configuration not stated),2.2,-11,5,0,13,-1,2,-3,2,-0.4
CCOC(=O)C1=C(C)C(c2ccccc2OC)NC(=S)N1 (configuration not stated),-1.5,-9,-2,1,8,?,-1,-6,-8,-0.7
O=C(CSc1nnc(CNC(=O)c2cccs2)o1)NCc1ccc(F)cc1,0.2,11,5,-3,4,.,2,1,-5,-2.6
Cc1ccc2sc(N3CCN(C(=O)C4=COCCO4)CC3)nc2c1C,-1.4,14,-6,10,9,-1,-5,-2,-5,-2.1
COc1ccc(C(=O)O)cc1S(=O)(=O)N1CCCc2ccccc21,0.9,-3,-10,-3,-3,0,-4,3,1,-4.6
COc1ccccc1N(CC(=O)NCc1ccccc1)S(C)(=O)=O,-1.3,-15,-8,-3,6,-2,0,0,-1,-0.3
O=C(c1ccc(F)cc1F)N1CCN(c2ccccn2)CC1,0.8,1,2,-7,21,2,3,-1,-7,-3.6
COc1ccccc1OC(=O)c1ccc(S(=O)(=O)N(C)C)cc1,-1.4,.,-5,-1,4,.,2,-4,-3,0.3
Cc1cc(OCC(=O)N2CCC(O)CC2)c2c(C)cc(=O)oc2c1,1.7,1,6,5,-3,.,-6,-11,-4,-0.5
COc1ccccc1NS(=O)(=O)c1ccc2oc(SC)nc2c1,0.4,-11,-8,.,19,-3,4,-8,3,0.2
Cc1c(Cl)cccc1N=c1c([N+](=O)[O-])nn(-c2ccccc2)n1O,0.3,-16,-4,.,3,5,-2,4,2,-3.1
O=C1C(O)=CC(=C(c2ccccc2)c2ccccc2)c2ccccc21,-0.2,-64,-4,-4,-9,-3,2,-10,-8,-0.3
COc1ccc(S(=O)(=O)/N=C2\C=C(NS(=O)(=O)c3ccccc3)C(=O)c3ccccc32)cc1,3.2,-13,-6,1,?,1,-1,-8,-2,-1.0
CC(=O)NC(=S)Nc1ccc(S(=O)(=O)Nc2ncccn2)cc1,-2.2,20,7,-25,-1,3,6,-5,3,-2.1
COc1ccc(NC(=O)c2cc(-c3ccc(C)o3)nc3ccccc23)cc1OC,0.6,54,-12,2,1,0,6,-7,-2,.
CCOc1ccc(OCC)c(NC(=O)Cn2cccc2)c1,0.6,13,5,-6,1,-4,-2,-4,8,.
CCN(CC)C(=O)C1=C(C)Nc2ncnn2C1c1cccnc1 (configuration not stated),-1.1,4,-3,-1,-14,-1,-1,0,5,-2.0
CC(=O)N(C1=C(O)c2ccccc2C(=O)C1=O)C1CCCCC1,-0.3,-2,2,0,3,-5,2,4,1,-0.8
COc1ccccc1N(C(=O)c1ccco1)C(C(=O)NC1CCCC1)c1cccnc1 (configuration not stated),-0.3,3,-7,0,7,4,-2,-1,1,.
CSCC[C@H](N)C(=O)N1CCC(C(=O)N[C@@H](C)C(=O)NCc2ccc(F)cc2)CC1,0.0,2,0,1,-4,0,4,3,-5,1.1
CC1CCCN(C(=O)CSCC(=O)N=c2sc3ccccc3n2C)C1 (configuration not stated),-1.6,34,4,1,-2,-2,1,-9,-3,-2.6
Cc1nc(NC(=O)COC(=O)CCC(=O)c2cccs2)c(Cl)cc1Cl,0.5,7,-1,-1,18,-2,3,5,1,-3.2
CN(C)c1ccc(/C=N/NC(=O)c2ccccc2)cc1,3.6,26,-2,0,.,-2,-3,-2,6,-2.5
COC(=O)Cc1c(O)ccn(CCc2ccc(OC)c(OC)c2)c1=O,-0.1,2,-14,.,-5,-3,-2,-2,-5,0.1
O=C(Nc1ccncc1)Nc1ccc(Cl)cc1Cl,1.2,4,0,-1,11,-1,-1,-17,-3,-5.3
CCCC(=O)c1ccc(N2CCN(S(=O)(=O)c3ccc(C)cc3)CC2)c(F)c1,13,-14,10,-4,9,-2,-7,-1,10,-0.9
Cc1ccc(C(=O)NCc2ccccn2)c(Cl)c1,0.8,18,2,-1,-6,.,2,6,0,-0.7
CC(=O)N1CCN(c2nnc(-c3ccccc3)c3ccccc23)CC1,0.0,-4,-3,-2,-8,-2,2,-12,-2,-0.5
O=C(CCc1nnc2n(Cc3ccccc3)c(=O)c3ccccc3n12)NCCCN1CCCCC1,2.1,19,-1,3,3,2,0,-1,8,-0.3
O=C(COC(=O)Cn1cnc2ccccc2c1=O)NCC12CC3CC(CC(C3)C1)C2,2.7,-4,?,2,-2,.,-1,-5,2,-1.0
Cc1cccc(-n2cc(CN(C)Cc3nccn3C)c(-c3cccc(F)c3)n2)c1,-0.5,-3,8,2,.,-1,0,-16,-4,-1.6
CSc1nnc(C)c(=O)n1COC(=O)/C=C/c1ccccc1,-1.3,-11,3,-3,31,0,-2,-3,5,-1.0
CCc1ccc2[nH]c(=O)c(CN(CCN3CCCC3)C(=O)NC3CCCCC3)cc2c1,1.3,-5,-1,-2,19,-3,0,-12,6,-2.9
CCc1nc2ccccc2c(C(=O)OCC(=O)NCc2ccco2)c1C,-0.1,8,3,-1,5,.,-3,2,1,-2.0
CC(C)c1ccc(NC(=S)NNC(=O)c2cccnc2)cc1,-0.4,-10,4,.,-5,1,0,-5,3,0.6
CC(C)C[C@H](NC(=O)OC(C)(C)C)C(=O)N/N=C/C1=Cc2ccccc2OC1C (some centres not stated),-3.6,3,-5,-8,-1,.,-3,-6,-5,-2.6
O=C(O)C1CC=CCC1C(=O)Nc1cccc([N+](=O)[O-])c1 (configuration not stated),1.5,1,1,0,-1,0,1,1,1,-2.5
Cc1nn(C(C)(C)C)c(OC(=O)c2ccc3c(c2)OCO3)c1Sc1ccccc1,-1.0,-5,7,-2,-9,-3,2,-5,-1,-1.0
Cc1ccc(S(=O)(=O)Cc2ccc(C(=O)NC3CCCCCC3)o2)cc1,1.1,14,8,1,10,-1,3,-19,0,-3.8
Cc1cccc(C)c1OCc1cc(C(=O)N(Cc2c(C)nn(C)c2C)C2CC2)no1,.,-18,2,-4,-2,-2,5,-2,5,-3.6
O=C(CN1CCOc2ccccc21)NCc1cccs1,-1.1,-5,-11,.,10,.,8,-4,-1,-2.5
CN(C)S(=O)(=O)c1ccc(C(=O)Nc2nnc(Cc3ccccc3)s2)cc1,-0.1,8,1,.,-5,.,-5,3,-6,0.7
O=C(NCCSc1ncc(-c2ccc(F)cc2)[nH]1)c1ccc2c(c1)OCO2,1.3,-26,7,-1,-3,0,0,-15,2,0.3
CC(OC(=O)C(NC(=O)c1ccco1)C(C)C)C(=O)Nc1ncc(Cl)cc1Cl (configuration not stated),-1.1,-3,5,-1,-11,0,1,-5,-1,.
O=C(Nc1ccc2c(c1)CCC2)c1ccc(F)c(S(=O)(=O)N2CCOCC2)c1,-0.4,14,16,.,25,83*,-4,-10,-6,0.1
O=S(=O)(Nc1ccon1)c1cc(Cl)ccc1Cl,-0.6,-13,9,-2,-11,0,-1,0,0,-0.3
CCOc1ccc(NC(=O)c2ccc(CNc3c(NC4CCCCC4)c(=O)c3=O)cc2)cc1,-0.6,-2,-8,.,12,-3,2,-4,7,-0.8
Cc1ccc(S(=O)(=O)N/N=C/c2cccc3nccnc23)cc1,0.0,-8,-3,2,-20,2,4,-1,-1,0.0

Next structures follow:
SMILES,CDK5 inh,MITF TRPM1 HTS,Tat export inh,CAL PDZ FP-1,Rtt109 Vps75,Wnt bcat act,V-ATPase pH,dFosB activator,cardiac RTF act,CAL PDZ FP-2
O=C(COC(=O)Cc1ccc(Cl)cc1)Nc1ccc2[nH]c(=O)[nH]c2c1,1.1,-7,3,0,1,3,2,7,-5,-2.0
CC(C)(C)c1ccc(C(=O)/C(C#N)=C/c2cccs2)cc1,-0.5,2,6,-14,-1,-8,0,-15,2,-0.1
Cn1c(=O)c2c(ncn2CC(=O)N2CCN(C(=O)c3ccco3)CC2)n(C)c1=O,-1.3,12,4,-2,-5,0,-2,3,-2,-3.1
CCCn1cnc2c(cnn2-c2ccc(F)cc2)c1=O,0.7,38,4,-1,-1,.,1,-5,6,-1.0
CCOc1cc(S(=O)(=O)NCc2ccncc2)c(C)cc1C,0.1,-2,-6,.,15,-2,-3,5,-5,-1.4
O=C(Nc1ccnn1C1CCN(C(=O)CCc2ccc(F)cc2)CC1)C1CCOC1 (configuration not stated),-1.5,5,1,-2,-4,2,-4,-5,1,-1.2
CSc1nsc(SC)c1C(=O)O,0.3,-4,-4,-1,4,1,-2,-6,2,-2.2
CC(=O)Nc1ccc(S(=O)(=O)NCCC(=O)OCC(=O)c2ccccc2)cc1,-0.1,0,9,.,5,-1,-1,-16,-4,1.2
COc1ccc(-c2ncccc2OC(=O)C23CC4CC(CC(C4)C2)C3)cc1OC,-1.3,-9,6,-1,15,0,-9,-5,-8,-1.8
